RAD54 inh = inhibitors of human RAD54 branch migration, primary screen, biochemical, fluorescence, single point. RAD54 Holliday junction branch migration, FAM/BHQ fluorescence. 360,000 tested, 0.14% active. DNA repair and recombination protein RAD54-like (Homo sapiens), Q92698. inhibition, % at 10.4 µM;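 active means mean normalized replicate activity at least 40 and at least half of replicates scoring 40 or more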;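 further: 0% = median of neutral control wells and 100% = median of positive control wells; inhibitors cause a drop in the FAM fluorescence signal; in these data hits start at about 50%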
INS-1E GSIS act = GLuc luminescence reporter in INS-1E cells, primary screen for activators of glucose-dependent secretion of insulin; INS-1E GLuc reporter insulin secretion, 2-3 h; activation, % at 16.6 µM; AID 743287, 2014; 370,000 tested, 0.61% active;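 active means lowest replicate activation of at least 40%, so every replicate reaches that level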;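 further: 0% = median of neutral control wells and 100% = median of IBMX positive control wells; some compounds called inactive have numbers as strong as hits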
RAD52 anneal inh = RAD52 DNA annealing inhibitors, primary screen, biochemical, FRET, single point, set 2. 360,000 tested, 0.46% active. DNA repair protein RAD52 homolog (Homo sapiens), P43351. AID 651710, 2012. recombinant RAD52 DNA annealing, FRET fluorescence. inhibition, % at 18.7 µM;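 active means every replicate showing at least 50% inhibition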
esBAF inh = Bmi1 luciferase reporter increase in mESCs, primary screen, esBAF inhibitor project, mouse ES cells, Bmi1 luciferase knock-in, single point. 350,000 tested, 2% active. reporter increase, % at 12.5 µM. 24 h; 100% = twice the neutral-well signal. AID 602393, 2012; in the data active means activation above about 40%;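 further: 0% = median of the plate's neutral control wells and 100% = double that signal; a rise in the Bmi1 reporter signal indicates esBAF inhibition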
ERAP1 HTS inh = human ERAP1 aminopeptidase inhibitors, primary screen, biochemical, single point, plate reader. Endoplasmic reticulum aminopeptidase 1 (Homo sapiens), Q9NZ08. recombinant ERAP1, Leu-AMC fluorescence, 60 min. inhibition, % at 10.7 µM. 340,000 tested, 0.15% active;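 active means mean replicate inhibition of at least 30%, or all replicates individually reaching that 30% level; inactive means mean below 30% and not every replicate reaching it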;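 further: 0% = neutral control wells and 100% = L-leucinethiol positive control wells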
Target sequence (Q9NZ08 whole entry, looked up): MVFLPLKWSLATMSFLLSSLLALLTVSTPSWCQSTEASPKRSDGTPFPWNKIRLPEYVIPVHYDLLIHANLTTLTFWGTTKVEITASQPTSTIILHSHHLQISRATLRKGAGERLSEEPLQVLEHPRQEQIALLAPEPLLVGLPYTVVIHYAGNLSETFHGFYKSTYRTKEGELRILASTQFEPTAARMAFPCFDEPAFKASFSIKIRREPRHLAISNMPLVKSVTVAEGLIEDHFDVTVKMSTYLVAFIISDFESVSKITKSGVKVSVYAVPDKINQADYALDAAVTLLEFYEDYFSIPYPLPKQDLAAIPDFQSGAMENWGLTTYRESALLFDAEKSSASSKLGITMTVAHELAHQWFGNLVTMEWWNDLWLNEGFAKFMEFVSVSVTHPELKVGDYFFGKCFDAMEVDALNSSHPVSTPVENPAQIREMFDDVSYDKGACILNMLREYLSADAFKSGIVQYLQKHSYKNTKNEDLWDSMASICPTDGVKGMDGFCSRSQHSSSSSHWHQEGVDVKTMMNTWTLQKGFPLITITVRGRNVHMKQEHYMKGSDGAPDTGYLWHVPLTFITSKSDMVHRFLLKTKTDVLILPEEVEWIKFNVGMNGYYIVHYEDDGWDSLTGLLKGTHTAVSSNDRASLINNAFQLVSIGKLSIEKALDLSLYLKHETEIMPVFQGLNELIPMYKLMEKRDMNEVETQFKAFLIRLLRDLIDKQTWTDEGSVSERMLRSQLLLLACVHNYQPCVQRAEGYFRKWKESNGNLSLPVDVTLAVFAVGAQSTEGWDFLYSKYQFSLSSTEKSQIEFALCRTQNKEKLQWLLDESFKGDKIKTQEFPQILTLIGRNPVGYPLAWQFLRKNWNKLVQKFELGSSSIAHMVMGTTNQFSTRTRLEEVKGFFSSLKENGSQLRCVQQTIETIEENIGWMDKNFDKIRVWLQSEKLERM
Xi reactivation = activators of inactive X chromosome reactivation, primary screen, imaging, XiGFP fibroblasts, GFP high-content imaging, set 2; 360,000 tested, 0.055% active; AID 743238, 2013; activation, % at 7.58 µM; XiGFP mouse fibroblasts, % GFP-positive cells imaging, 3 d; cells co-treated with 5-aza-dC sensitizer; scaled so ellipticine positive control = 100%;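 active means mean normalized replicate activation at least 10% and every replicate at or above 10%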;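 further: 0% = median of on-plate neutral control wells and 100% = ellipticine 6 µM median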
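Assay system – SV40-immortalized XiGFP fibroblast cells, line 68-5-11 · Buffer or medium – DMEM supplemented with 5-aza-dC as sensitizing agent · Dosing – one concentration, pinned · Benchmarks – positive control ellipticine, 6 µM final · Times – 3 days compound exposure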
CFTR F508del cor = F508del CFTR correction, initial screen, CFBE line, single point; activity (quench increase), % at 7.58 µM; AID 720511, 2013; 350,000 tested, 0.36% active; CFBE cells, YFP halide quenching; stimulated with forskolin plus potentiator P3; % fluorescence drop versus neutral controls;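 active means mean added fluorescence quench of at least 8% versus neutral control, with both replicates also reaching 8%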;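 further: cells transiently co-express mutant CFTR-F508del with the halide-sensitive YFP; corrector assay measuring rescue of mutant channel to the surface after 24 h compound exposure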
ARNT TACC3 PPI = disruptors of ARNT/TACC3 protein interaction, primary screen, biochemical, AlphaScreen, single concentration; AID 623870, 2012; 390,000 tested, 0.66% active; inhibition, % at 9.99 µM; Transforming acidic coiled-coil-containing protein 3 (Homo sapiens), Q9Y6A5; AlphaScreen His-ARNT PAS-B/GST-TACC3 binding, luminescence; TACC3 fragment carries E629A point mutation;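 active means mean inhibition of replicates at least 50% and at least half of replicates each reaching 50%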;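 further: 0% = complete ARNT plus TACC3 wells and 100% = ARNT alone without TACC3; many hits fall short of the cut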
Starred values were filed as active, the others as inactive; . = not tested or not shown. Compounds were not picked by outcome; 3.3% or so of the library scored in one or more.

SMILES	RAD54 inh	INS-1E GSIS act	RAD52 anneal inh	esBAF inh	ERAP1 HTS inh	Xi reactivation	CFTR F508del cor	ARNT TACC3 PPI
O=C(CC1Sc2ccccc2NC1=O)NNC(=O)Nc1ccc(Cl)cc1 (stereo not given)	-9	9	-4	.	0	0.2	-0.1	0
O=C(COC(=O)c1cccc(O)c1)c1ccccc1	.	3	-9	39	1	0.1	-0.3	-3
O=C(NNC(=O)c1ccccc1O)c1cc2ccccc2o1	-3	-14	-11	.	-5	0.9	-0.1	2
O=C(c1cc2cc(Br)ccc2o1)N1CCCC1	-16	-11	-18	39*	-1	0.2	0.6	-4
CCCNC(=O)c1c(O)c2cccc3c2n(c1=O)CCC3	3	1	-9	0	1	-0.1	1.2	20
CCCn1c(NC(=O)c2ccccc2)nc2ccccc21	5	-4	.	4	.	.	.	-6
O=C(Nn1c(SCc2ccc([N+](=O)[O-])cc2)nc2ccccc2c1=O)c1ccc(F)cc1	-1	10	-20	36	2	0.0	6.3	-4
Cc1ccc(CNC(=O)CCS(=O)(=O)Cc2ccc(C)cc2)cc1	0	14	-14	-6	0	0.3	-1.0	-7
CCN(c1ccc(C)c(C)c1)S(=O)(=O)c1ccc2c(c1)CCN2C(=O)CCC(=O)O	.	10	-16	.	1	.	1.7	4
COc1ccccc1N1CCN(C(=O)c2sc3nc(-c4ccc(F)cc4)cn3c2C)CC1	7	.	-12	2	-1	-0.1	-2.2	2
COCc1cn(CC[C@@H]2CC[C@@H](NC(=O)CCN3CCCCC3)[C@H](CO)O2)nn1	-1	10	7	1	-5	-0.1	-2.5	-12
C[C@H]1CCCCO[C@H](CN(C)C(=O)Nc2ccccc2)[C@@H](C)CN([C@@H](C)CO)C(=O)c2cc(NC(=O)Nc3cccc4ccccc34)ccc2O1	-5	6	18	-6	2	0.3	-0.8	-11
Cc1cc(OCC(=O)NC(C)(C)C)ccc1Cl	13	-14	2	62*	2	0.1	.	-3
COc1ccc(CCNC(=O)c2ccncc2)cc1OC	13	6	.	2	.	.	.	-6
O=C(NC(=O)c1cccc(Cl)c1)OC[C@@H]1CCCN2CCCCC12 (stereo not given in full)	-7	7	-15	5	.	-0.1	-4.0	-11
Cc1noc(C)c1COC(=O)COc1ccc(C#N)cc1	.	0	-9	.	-1	0.0	-1.9	-9
Cn1c(SCC(=O)N2CC(=O)Nc3ccccc32)nc2ccccc2c1=O	4	4	-21	-7	-1	0.1	1.6	28
COc1ccc2c3c(n(C)c2c1)[C@@H](CO)N(S(=O)(=O)c1ccccc1)CC31CCN(C)CC1	.	1	9	.	-1	0.0	-1.1	.
COc1ccccc1NC(=O)N(C)C[C@@H]1Oc2ncc(Br)cc2C(=O)N([C@@H](C)CO)C[C@@H]1C	7	11	1	-5	-2	0.3	-1.8	-6
FC(F)(F)c1cccc(-c2nnc(-c3ccccc3)c(N3CCOCC3)n2)c1	-4	-8	.	-11	.	.	.	21

Reformatted as comma-separated lines: entries from further up
mol,RAD54 inh,INS-1E GSIS act,RAD52 anneal inh,esBAF inh,ERAP1 HTS inh,Xi reactivation,CFTR F508del cor,ARNT TACC3 PPI
Cc1cc(OCC(=O)NC(C)(C)C)ccc1Cl,13,-14,2,62*,2,0.1,.,-3
COc1ccc(CCNC(=O)c2ccncc2)cc1OC,13,6,.,2,.,.,.,-6
O=C(NC(=O)c1cccc(Cl)c1)OC[C@@H]1CCCN2CCCCC12 (stereo not given in full),-7,7,-15,5,.,-0.1,-4.0,-11

(next part)
SMILES	RAD54 inh	INS-1E GSIS act	RAD52 anneal inh	esBAF inh	ERAP1 HTS inh	Xi reactivation	CFTR F508del cor	ARNT TACC3 PPI
C[C@H](CO)N1C[C@H](C)[C@@H](CN(C)CC2CC2)Oc2c(NC(=O)Cc3ccccc3)cccc2C1=O	-7	-16	-18	2	-3	0.1	3.0	-1
CN(C)c1ccc(C(=O)Nc2ccc(CN3CCS(=O)(=O)CC3)cc2)cc1	.	8	-5	.	1	1.6	2.1	-5
Cc1ccccc1OCCCn1c(CO)nc2ccccc21	.	-19	-25	.	4	-0.3	-3.2	-11
CN(C)C(=O)c1cccc(-c2cnc3c(NC=O)cc(-c4cc(F)c(F)c(F)c4)cn23)c1	6	-14	-31	-6	4	0.2	0.9	.
Cc1cccc(NC(=S)NNC(=O)c2ccccc2OC(F)F)c1	-5	-4	.	-5	.	.	.	17
Cc1ccc2c(c1)C(=C(C#N)C#N)C(=O)N2CCN1CCOCC1	.	3	-5	.	5	0.0	-0.6	1
C[C@@H]1CN([C@H](C)CO)S(=O)(=O)c2ccc(-c3ccccc3F)cc2O[C@@H]1CN(C)C	6	11	-2	-3	0	-1.2	-0.5	-7
Cn1c(=O)c([N+](=O)[O-])c(NCc2ccccc2Cl)c2ccccc21	.	.	-7	.	-4	0.1	-2.2	-4
O=C(Nc1ccc(S(=O)(=O)C(F)F)cc1)c1cccc(S(=O)(=O)N2CCOCC2)c1	6	-18	.	-6	.	.	.	-1
O=C(NCc1cn2ccccc2n1)c1ccco1	-3	9	-2	3	1	0.2	-2.0	0
COc1cc(/C=C(/C#N)c2nc3ccccc3[nH]2)ccc1OCc1ccc(C(=O)O)o1	-24	-23	-28	-6	23	.	0.2	40
CCOC(=O)C1(CCCc2ccccc2)CCN(C(=O)CN2C(=O)CSC2=O)CC1	.	-38	0	.	-4	0.0	1.3	-6
CCCOc1ccc(-c2c(C(=O)N/N=C(\C)c3ccncc3)nnn2-c2nonc2N)cc1	-2	-1	-7	-5	-3	0.2	-0.5	-6
N#Cc1cc(C#N)c(SCC(=O)NCC2CCCO2)nc1N (stereo not given)	.	14	-5	-7	-4	0.1	0.1	-53
CN1C(=O)c2cc(NS(C)(=O)=O)ccc2OC[C@@H]2O[C@@H](CC(=O)N3CCOCC3)CC[C@H]21	6	13	0	-3	-1	0.1	.	-2
CCN1C(=O)C(CC(=O)Nc2c(C)cccc2C)Nc2cc(S(=O)(=O)N(C)C)ccc21 (stereo not given)	-2	6	-20	-1	2	0.0	-1.0	-2
CCN1C(=O)C(=O)N(CC(=O)N(C)CC(=O)Nc2ccccc2C(F)(F)F)C1=O	-4	18	-6	5	0	0.2	-0.8	1
Cc1ccn(-c2n[nH]c(C)c2[N+](=O)[O-])n1	.	23	-11	.	2	0.0	-5.8	6
COc1ccc(C(CNC(=O)c2oc3ccc(Br)cc3c2C)N2CCCCC2)cc1 (stereo not given)	-8	-23	-17	-7	-1	0.0	-1.1	-2
CCCCSc1nc2c([nH]1)c(=S)n(C)c(=O)n2C	.	15	-1	.	-1	0.1	0.6	9

Retrieved one by one from the entries so far:
SMILES	RAD54 inh	INS-1E GSIS act	RAD52 anneal inh	esBAF inh	ERAP1 HTS inh	Xi reactivation	CFTR F508del cor	ARNT TACC3 PPI
CCN1C(=O)C(CC(=O)Nc2c(C)cccc2C)Nc2cc(S(=O)(=O)N(C)C)ccc21 (stereo not given)	-2	6	-20	-1	2	0.0	-1.0	-2
COc1cc(/C=C(/C#N)c2nc3ccccc3[nH]2)ccc1OCc1ccc(C(=O)O)o1	-24	-23	-28	-6	23	.	0.2	40
CN1C(=O)c2cc(NS(C)(=O)=O)ccc2OC[C@@H]2O[C@@H](CC(=O)N3CCOCC3)CC[C@H]21	6	13	0	-3	-1	0.1	.	-2
CCN1C(=O)C(=O)N(CC(=O)N(C)CC(=O)Nc2ccccc2C(F)(F)F)C1=O	-4	18	-6	5	0	0.2	-0.8	1

The list goes on:
SMILES	RAD54 inh	INS-1E GSIS act	RAD52 anneal inh	esBAF inh	ERAP1 HTS inh	Xi reactivation	CFTR F508del cor	ARNT TACC3 PPI
COc1ccc(NS(=O)(=O)c2cc([N+](=O)[O-])ccc2N/N=C/c2c(C)[nH]c3ccccc23)cc1	5	4	-23	-9	4	0.8	0.5	-2
Cc1ccc(Nc2cc(C)nc3ccc(C)cc23)cc1	30	18	-7	12	0	1.0	7.3	3
C[C@@H]1CN([C@H](C)CO)C(=O)Cc2cc(NC(=O)Nc3ccc(F)cc3)ccc2O[C@@H]1CN(C)C(=O)Nc1cccc2ccccc12	9	-3	0	1	6	-0.2	-0.9	13
O=CNc1cc(-c2ccc(C(=O)N3CCOCC3)cc2)cn2c(-c3ccc(F)cc3)cnc12	9	.	-24	11	1	-0.1	6.8	.
CCCN(CC(=O)Nc1ccccc1C)C(=O)c1ccc(C)c(S(=O)(=O)N2CCCCC2)c1	12	-19	-4	-4	1	-0.2	-2.2	-2
COc1ccccc1C(=O)Nc1ccc2c(c1)OC[C@H](C)N(C(C)=O)C[C@H](C)[C@H](OC)CN(C)C2=O	1	0	9	-31	.	0.4	-0.8	-3
C[C@@H](NC(=O)[C@@H]1[C@@H](CO)[C@@H]2Cn3c(cccc3=O)[C@H]1N2Cc1ccncc1)c1ccccc1	.	21	.	-1	.	0.4	-2.9	.
O=C(c1cccc(S(=O)(=O)Nc2cccc(C(F)(F)F)c2)c1)N1CCCCC1	.	-13	-5	10	2	0.0	1.6	34
O=C(COC(=O)c1ccc(OC(F)F)cc1)NCC1CCCO1 (stereo not given)	-1	16	-9	11	-1	0.0	1.7	.
CCc1noc(C)c1C(=O)N1CCN(S(=O)(=O)c2ccc(C(C)=O)cc2)CC1	.	-10	-5	.	2	-0.1	3.8	-2
Cc1cc(=S)[nH]c(=S)[nH]1	-18	4	-13	3	-2	1.4	-0.2	-2
C=CCN=C1NC(c2ccccc2C(F)(F)F)C(C(=O)OC)=C(C)N1Cc1cccc(C(F)(F)F)c1 (stereo not given)	.	-17	-27	.	-3	0.0	-3.6	.
Cc1cc(/C=C(/C#N)c2nc3ccccc3[nH]2)c(C)n1-c1ccccc1C(=O)O	.	6	-186	.	11	0.0	-0.3	14
COc1cc(C(=O)N2Cc3cc4ccccc4nc3C2C)cc(OC)c1OC (stereo not given)	-1	-3	-36	2	-1	0.0	-1.5	.
CCc1ccc(NC(=O)C(C)Sc2nnc(CN3CCCC3)o2)cc1 (stereo not given)	.	-2	-1	2	-4	-0.1	0.1	.
C[C@H](CO)N1C[C@H](C)[C@H](CN(C)CC2CCCCC2)Oc2c(NC(=O)Nc3ccc(F)cc3)cccc2C1=O	-8	-9	29	18	-2	-0.7	0.4	-1
Cc1cc(=O)oc2c3c(cc(OCC(=O)NCCCn4ccnc4)c12)OC(C)(C)CC3	5	7	-1	2	0	.	1.1	12
CC(=O)c1c(C)[nH]c(-c2ccccc2)nc1=S	-5	-2	-28	.	-1	0.1	-0.5	-8
O=C(C[C@H]1CC[C@H]2[C@@H](COC[C@H](O)CN2Cc2ccc(C(F)(F)F)cc2)O1)N1CCc2ccccc2C1	16	-4	.	7	.	0.3	-3.0	11
O=C1/C(=C/c2cccc(F)c2)CSc2sccc21	-1	43*	.	11	.	.	.	-4
COC(=O)c1c(C)[nH]c(C(=O)/C=C/c2ccc(C)cc2)c1C	-4	-5	-14	.	-7	0.1	-2.3	-6

Source: PubChem (Broad Institute)
